S1P4 agonist – agonists of human S1P4 receptor | AID 1509 | 220,000 compounds, 0.35% hits | activation, % at 4.98 µM | O95977 | S1P4-expressing cell line, agonist reporter assay; in the data active = activation above about 11%;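 note: 0% = DMSO vehicle and 100% = reference agonist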
p47phox inh – blocks human p47phox regulatory protein of NADPH oxidases. P14598. p47phox/p22phox peptide binding, fluorescence polarization, 2 h. inhibition, % at 24.7 µM. 220,000 compounds, 0.53% hits;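 active = inhibition above about 30%, limit read from the data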;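 note: 0% = p47phox with labelled peptide and 100% = labelled peptide alone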
Target sequence (P14598 whole entry, looked up): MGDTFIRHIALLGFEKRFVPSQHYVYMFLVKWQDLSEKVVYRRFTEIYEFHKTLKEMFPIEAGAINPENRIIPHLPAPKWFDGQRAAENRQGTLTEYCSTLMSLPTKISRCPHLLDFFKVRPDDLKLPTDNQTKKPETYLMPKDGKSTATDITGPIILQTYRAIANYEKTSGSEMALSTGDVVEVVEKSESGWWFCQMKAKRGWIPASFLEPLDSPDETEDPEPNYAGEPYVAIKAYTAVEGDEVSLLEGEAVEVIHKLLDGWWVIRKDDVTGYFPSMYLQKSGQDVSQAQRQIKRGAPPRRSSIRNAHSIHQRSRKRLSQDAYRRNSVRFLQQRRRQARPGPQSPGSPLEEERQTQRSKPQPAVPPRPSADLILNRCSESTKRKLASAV
NPY-Y2 PAM-ag – potentiators or agonists of human neuropeptide Y receptor Y2; P49146; cells expressing NPY-Y2, potentiator/agonist read-out; activation, % at 3.6 µM; 220,000 compounds, 0.45% hits; AID 1359; in the data active = activation above about 27%;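 note: cells stimulated with NPY near EC25 plus isoproterenol at EC100; 0% = vehicle plus submaximal agonist and 100% = vehicle plus saturating agonist; some results beyond the cut were filed as inactive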
NPY1 pot ag – human NPY-Y1 potentiation or agonism, primary screen | P25929 | NPY-Y1 expressing cells, potentiator/agonist activation | activation, % at 3.6 µM | 220,000 compounds, 0.37% hits; in the data active = activation above about 33%, passing the limit was not always enough;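 note: cells stimulated with NPY at EC10 then isoproterenol at EC100; 0% = low agonist plus stimulus and 100% = saturating agonist plus stimulus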
Target sequence (P25929 whole entry, looked up): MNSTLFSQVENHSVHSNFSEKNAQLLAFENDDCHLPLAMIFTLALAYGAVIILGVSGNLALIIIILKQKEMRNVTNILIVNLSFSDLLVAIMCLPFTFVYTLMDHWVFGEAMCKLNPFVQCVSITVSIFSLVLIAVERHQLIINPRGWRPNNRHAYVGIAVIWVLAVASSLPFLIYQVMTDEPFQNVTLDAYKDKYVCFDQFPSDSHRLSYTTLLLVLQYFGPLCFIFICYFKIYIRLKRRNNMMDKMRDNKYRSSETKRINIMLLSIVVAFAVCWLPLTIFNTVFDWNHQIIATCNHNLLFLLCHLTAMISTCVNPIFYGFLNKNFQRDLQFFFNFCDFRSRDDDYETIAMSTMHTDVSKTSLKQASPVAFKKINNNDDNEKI
CHOP inh – blocks CHOP induction under ER stress. CHO-K1 CHOP-promoter luciferase, tunicamycin-induced, 15-18 h. inhibition, % at 10 µM. 220,000 compounds, 3.8% hits. AID 2732;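 active = compounds that reduced the stress-induced luciferase reporter signal by more than about 70% of percent inhibition, limit read from the data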;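 note: 0% = tunicamycin plus vehicle and 100% = wells without tunicamycin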
BaF3 parental – reduces parental Ba/F3 cell viability, JAK2V617F counter-screen | 220,000 compounds, 1.1% hits | CellTiter-Glo ATP luminescence | inhibition, % at 5.6 µM;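 active = inhibition above a per-campaign cutoff, the mean inhibition of all tested compounds plus 3 SD, cut at about 27% in these data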;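 note: 0% = DMSO wells and 100% = JAK Inhibitor I control wells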
NPY-Y1 antag – antagonists of human neuropeptide Y receptor Y1; HEK293-CNG Y1 cells, membrane potential fluorescence; NPY at EC95, then isoproterenol; AID 1040; inhibition, % at 3.6 µM; P25929; 200,000 compounds, 1% hits;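 active = inhibition above the campaign mean inhibition of all tested compounds plus 3 SD, cut at about 20% in these data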;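 note: 0% = DMSO wells given NPY plus isoproterenol and 100% = isoproterenol alone without NPY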
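Test system – HEK293 Y1/CNG channel cell line · Also added – NPY agonist 25 nM, then isoproterenol 1 µM plus Ro 20-1724 25 µM · Compound dosing – one concentration, 3.6 µM, in 0.4% DMSO · Schedule – compound incubation 1 h at room temperature, readout 45 min post-stimulation · Technique – fluorescence, membrane potential probe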
Ba/F3 V617F tox – reduce viability of Ba/F3 cells dependent on JAK2V617F; Ba/F3 EpoR-JAK2V617F viability, ATP luminescence; inhibition, % at 5.6 µM; 220,000 compounds, 1.1% hits; AID 1446;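 active = inhibition above the campaign mean plus 3 SD over all tested compounds, cut at about 24% in these data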;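 note: cytokine-independent growth of Ba/F3 cells driven by EpoR plus mutant JAK2; 0% = DMSO-treated cells and 100% = JAK inhibitor I control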
S1P4 antagonist – antagonists of human S1P4 receptor; O95977; S1P4-expressing cells, antagonist mode, reporter read-out; inhibition, % at 4.98 µM; 220,000 compounds, 0.26% hits; in the data active = inhibition above about 29%;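 note: 0% = wells stimulated with agonist and 100% = vehicle wells without agonist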
An asterisk follows results filed as active; . = no result given. Compounds as they come. About 7.1% of those tested had a hit in this group.

cpd	compound	S1P4 agonist	p47phox inh	NPY-Y2 PAM-ag	NPY1 pot ag	CHOP inh
1	CCOC(=O)N1CCc2c(sc3[nH]c(=S)[nH]c(=S)c23)C1	1.3	-8	3	-2	16
2	COc1ccc(/C=N\NS(=O)(=O)c2ccc(C)cc2)cc1COc1ccccc1[N+](=O)[O-]	0.1	-12	3	-20	19
3	COCCN(CCOC)S(=O)(=O)c1ccc(C(=O)Nc2c(C)n(C)n(-c3ccccc3)c2=O)cc1	3.0	-6	-6	11	12
4	CSc1ccccc1C(=O)C1CCCN(C(=O)NC(C)C)C1 (stereo not given)	0.6	8	0	-6	-3
5	CCOC(=O)C1=C(C)NC(SCC(=O)O)=C(C#N)C1c1ccco1 (stereo not given)	1.0	-12	-8	22	12
6	CC(C)c1ccc(OCC(=O)NCc2ccco2)cc1	-1.1	-12	5	-21	66
7	CN1C(=O)[C@@H]2[C@@H]3C[C@@H]([C@H]4ON=C(c5ccc(Cl)cc5Cl)[C@@H]34)[C@@H]2C1=O	1.2	4	-6	-5	2
8	CCOC(=O)C(C)n1cnc2c1c(=O)[nH]c(=O)n2C (stereo not given)	-1.0	4	-11	-8	-4
9	CSc1nnc(Cn2c(=O)sc3ccccc32)n1C	-0.8	-5	1	1	11
10	Cc1ccc(NC(=O)COC(=O)/C=C/c2cccs2)cc1	-0.5	-5	-16	-17	21
11	O/N=C/c1cccnc1Sc1ccccc1	0.7	2	4	-3	-12
12	COc1cc(OC)nc(/N=C/N(C)C)n1	-0.6	-17	-2	8	5

cpd	BaF3 parental	NPY-Y1 antag	Ba/F3 V617F tox	S1P4 antagonist
1	-1	.	-1	8
2	5	6	-3	-4
3	0	.	-1	-3
4	-1	-2	-1	0
5	3	1	-2	2
6	-1	2	-4	-21
7	3	5	0	-13
8	4	-2	2	-14
9	-1	-3	-2	-8
10	8	10	-1	-7
11	-2	-5	-2	4
12	8	4	0	-4

Following part
cpd	compound	S1P4 agonist	p47phox inh	NPY-Y2 PAM-ag	NPY1 pot ag	CHOP inh
13	Cc1ccc(S(=O)(=O)N(C)c2cc(S(=O)(=O)Nc3ccncc3)c(C)cc2C)cc1	1.2	-7	-4	24	28
14	O=c1cc(CO)oc(C(Nc2cccc(C(F)(F)F)c2)c2ccccn2)c1O (stereo not given)	1.1	11	-1	9	-5
15	COc1ccc(N2CCN(CC(=O)Nc3nc4c(s3)CC(C)CC4)CC2)cc1 (stereo not given)	0.9	-11	5	-28	42
16	Cc1cccc(N=C2NC(=O)/C(=C/c3cccn3C)S2)c1	-0.8	-36	0	9	-1
17	O=c1[nH]c(N2CCN(c3ccccc3)CC2)nc2c1CCC2	0.9	-13	11	-3	51
18	CC(/C=C/c1ccccc1)=N\NC(=O)c1ccc2c(c1)OCCO2	-0.1	3	4	-6	-3
19	Cc1ccccc1-n1c(SCC(=O)N/N=C/C=C/c2ccccc2[N+](=O)[O-])nc2ccccc2c1=O	14*	-7	17	5	6
20	O=C(Cn1c(-c2ccccc2)noc1=O)NCc1ccccc1	-2.9	6	13	13	10
21	CC(=C\C(=O)O)/C(=C/c1ccco1)C(=O)O	0.3	-7	-3	4	4
22	CC(=O)Nc1cccc(NC(=O)C(=O)c2cn(CC(=O)N3CCCCC3)c3ccccc23)c1	0.0	-29	9	1	-16
23	Cc1cc(C)cc(SCc2noc(C(=O)NCC3CCCO3)c2C(=O)O)c1 (stereo not given)	1.2	-11	-26	-13	41
24	CCCc1[nH]n(-c2ccc(F)cc2)c(=O)c1C=Nc1ccc(C)cc1	0.2	-10	-4	4	31

cpd	BaF3 parental	NPY-Y1 antag	Ba/F3 V617F tox	S1P4 antagonist
13	7	-3	0	-11
14	8	2	5	-19
15	1	-5	-3	-8
16	2	.	-3	8
17	2	1	-3	-23
18	5	8	4	-11
19	4	1	2	-15
20	-3	6	-5	-1
21	1	.	6	14
22	4	2	1	3
23	1	17	-4	7
24	-2	1	-3	-2

Later entries.
cpd	compound	S1P4 agonist	p47phox inh	NPY-Y2 PAM-ag	NPY1 pot ag	CHOP inh
25	O=c1nc(SCc2ccc(Cl)cc2)nc(-c2ccccc2)[nH]1	-0.7	-2	-43	-22	0
26	CCc1ccc(NC(=O)C(=O)NCC2CCCO2)cc1 (stereo not given)	2.1	-1	1	12	2
27	C=CCC1c2cccc(C(=O)O)c2C(=O)N1c1ccc(F)cc1 (stereo not given)	-0.6	-8	-11	-14	18
28	COc1cc(-c2noc(-c3cccs3)n2)cc(OC)c1OC	0.0	-7	-10	-15	23
29	C=CCn1cnc2c(nnn2-c2cc(C)cc(C)c2)c1=O	0.2	-15	-7	0	10
30	O=C(CO/N=C/c1ccccc1OC(F)F)NCc1ccco1	0.8	-8	-12	12	2
31	O=C(Nc1nnc(-c2ccccc2)o1)Nc1ccc(F)cc1F	-0.3	-18	3	2	-15
32	Nc1ccc2nc(CCCCCCc3nc4ccc(N)cc4[nH]3)[nH]c2c1	4.3	7	-7	16	-3
33	Cc1c(N=Cc2c(O)n(Cc3ccco3)c(=O)c3ccccc23)c(=O)n(-c2ccccc2)n1C	-3.4	-25	4	-1	4
34	CC(=O)c1ccc(NC(=O)c2ccc(CNc3c(N4CCOCC4)c(=O)c3=O)cc2)cc1	1.3	-19	-12	-18	18
35	CCCc1cc(=O)[nH]c(SCC(=O)N2CCN(S(=O)(=O)c3ccc(C)cc3C)CC2)n1	-0.2	-5	-7	-15	31
36	CCCn1nnnc1SCC(=O)NCc1ccc2c(c1)OCO2	1.2	-5	3	7	-17

cpd	BaF3 parental	NPY-Y1 antag	Ba/F3 V617F tox	S1P4 antagonist
25	1	.	-3	-9
26	1	7	-1	-19
27	7	4	1	-18
28	-3	1	-4	-27
29	6	16	4	10
30	-5	.	3	7
31	3	4	0	-7
32	1	-4	-2	-3
33	-1	-1	-4	-15
34	1	.	-1	1
35	6	1	0	-41
36	8	5	0	5

More records.
cpd	compound	S1P4 agonist	p47phox inh	NPY-Y2 PAM-ag	NPY1 pot ag	CHOP inh
37	COc1ccc(CN2CCN(C(=O)c3ccco3)CC2)cc1OC	0.2	-1	10	21	-4
38	Cc1cccc(NC2=NC(=S)N(c3cccc(C(=O)O)c3)C23CCCCC3)c1	1.6	-5	7	14	-3
39	Cc1sc2ncnc(SCC(=O)NNC(=O)COc3cccc4ccccc34)c2c1C	-0.3	12	6	3	23
40	Cc1cccc2cc(CN(Cc3nnnn3Cc3ccccc3)C3CCCC3)c(=O)[nH]c12	-0.1	-13	1	-11	2
41	O=C(CSc1nnc(Cc2cccs2)n1Cc1ccco1)Nc1cc(Cl)cc(Cl)c1	1.3	-39	12	14	82*
42	CCOc1ccc(NC(=O)N(C2CCCC2)C2CCN(C(C)=O)CC2)cc1	-0.6	-4	-9	-1	-14
43	COc1ccc(CCn2nnnc2C(CC(C)C)N2CCN(c3ncccn3)CC2)cc1OC (stereo not given)	2.8	-6	-4	7	-37
44	COc1ccc(NC(=O)CCC(=O)N(Cc2ccc(OC)c(OC)c2)c2nccs2)c(OC)c1	0.5	4	7	8	-6
45	C=CCn1c(SCC(=O)NC2CCCCC2)nnc1C(C)NC(=O)c1cccs1 (stereo not given)	1.0	-5	-5	-17	20
46	Cn1c(=O)c(C(=O)COC(=O)c2cc(C(F)(F)F)nc3ccccc23)c(N)n(Cc2ccccc2)c1=O	2.2	-100	6	-40	21
47	CC(C)CN(Cc1cc2ccccc2[nH]c1=O)C(=O)c1cccnc1	-0.3	-6	5	-1	31
48	O=S(=O)(Nc1ccccn1)c1cccs1	-0.6	-4	-10	8	-11

cpd	BaF3 parental	NPY-Y1 antag	Ba/F3 V617F tox	S1P4 antagonist
37	9	4	1	-7
38	4	2	2	-12
39	5	2	1	-11
40	1	4	0	-11
41	7	2	2	1
42	7	-4	-2	-4
43	3	3	1	-12
44	0	0	1	-4
45	2	-8	-1	-3
46	2	-1	2	12
47	6	17	-1	-10
48	5	-1	-7	20

(next part)
cpd	compound	S1P4 agonist	p47phox inh	NPY-Y2 PAM-ag	NPY1 pot ag	CHOP inh
49	O=C(NCc1ccco1)c1cc([N+](=O)[O-])ccc1N1CCOCC1	4.8	-5	-1	5	-12
50	COCCCn1c(SCc2nc3ccccc3c(=O)[nH]2)nc2ccccc2c1=O	2.2	7	-12	18	28
51	CCOC(=O)C1=C(C)NC(=O)NC1c1ccccc1 (stereo not given)	1.0	-7	-7	-5	5
52	O=C(Nc1ccccc1O)c1ccccc1O	3.0	-16	13	34	-1

cpd	BaF3 parental	NPY-Y1 antag	Ba/F3 V617F tox	S1P4 antagonist
49	0	10	-5	0
50	4	1	2	-3
51	3	1	-2	6
52	2	2	-2	-12

Molecules above that have a thiophene ring, fused or not:
cpd	compound	S1P4 agonist	p47phox inh	NPY-Y2 PAM-ag	NPY1 pot ag	CHOP inh
1	CCOC(=O)N1CCc2c(sc3[nH]c(=S)[nH]c(=S)c23)C1	1.3	-8	3	-2	16
10	Cc1ccc(NC(=O)COC(=O)/C=C/c2cccs2)cc1	-0.5	-5	-16	-17	21
28	COc1cc(-c2noc(-c3cccs3)n2)cc(OC)c1OC	0.0	-7	-10	-15	23
39	Cc1sc2ncnc(SCC(=O)NNC(=O)COc3cccc4ccccc34)c2c1C	-0.3	12	6	3	23
41	O=C(CSc1nnc(Cc2cccs2)n1Cc1ccco1)Nc1cc(Cl)cc(Cl)c1	1.3	-39	12	14	82*
45	C=CCn1c(SCC(=O)NC2CCCCC2)nnc1C(C)NC(=O)c1cccs1 (stereo not given)	1.0	-5	-5	-17	20
48	O=S(=O)(Nc1ccccn1)c1cccs1	-0.6	-4	-10	8	-11

cpd	BaF3 parental	NPY-Y1 antag	Ba/F3 V617F tox	S1P4 antagonist
1	-1	.	-1	8
10	8	10	-1	-7
28	-3	1	-4	-27
39	5	2	1	-11
41	7	2	2	1
45	2	-8	-1	-3
48	5	-1	-7	20

Assay outcomes: PubChem, several laboratories
